IL-1B inflam inh: qHTS for Inhibitors of Inflammasome Signaling: IL-1-beta AlphaLISA Primary Screen; THP-1 LPS/ATP IL-1B secretion, AlphaLISA, 16 h; stronger effect = lower value; activity change, % at 57.5 µM; 360,000 compounds, 4.7% hits; in the data active means activity change below about -50%; inconclusive means mostly about -30% to -49%; further: on the % scale 0 is the no-effect control and ±100 the full control effect
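Secreted IL-1B measured by AlphaLISA bead assay after 16 h compound exposure of THP-1 cells; compounds (final up to 57.5 uM) added 1 h before LPS (250 ng/mL) and ATP (1.25 mM) stimulation; lower signal means less secretion.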
ATXN2 expr inh: Primary qHTS for Inhibitors of ATXN expression | AID 1745845, 2022 | 360,000 compounds, 0.72% hits | Potency, µM (top dose mostly 57 µM), without a hit: at the highest dose activity change, negative = inhibition, usual class: inhibitors | HEK-293 ATXN2-luciferase reporter, luminescence, 24 h; further: potency means the concentration at half of the fitted maximal effect; on the % scale 0 is the no-effect control and ±100 the full control effect; nearly all actives have a fitted effect of over 55% in size
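ATXN2-luciferase reporter cells (luciferase flanked by upstream and downstream ATXN2 gene portions) were treated 24 h at 37 °C with compounds at up to 57 uM. SteadyGlo luminescence gave expression; GF-AFC fluorescence gave viability.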
HepG2 tox: qHTS for Inhibitors of TGF-b: Cytotox Counterscreen; HepG2 CAGA-GFP viability, ATP luminescence, 18 h; 410,000 compounds, 0.76% hits; Potency, µM (titrated, usually from 46.1 µM), for the others: top-dose activity change, negative = cytotoxicity, usual class: cytotoxic; further: potency means the concentration at half of the fitted maximal effect; some results filed as inactive show a strong effect at the top dose
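HepG2 CAGA-GFP cells (1000/well, DMEM with 1% FBS) received compound, then TGF-beta at 500 pg/mL final, and were incubated 18 hours at 37 degrees C. Viability was read by CellTiter-Glo luminescence. Media-only wells were set as complete cell-killing and DMSO as no toxicity.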
ATXN viability: Viability Counterscreen for Primary qHTS for Inhibitors of ATXN expression | AID 651635, 2014 | S2 cells (HEK-293 line with an ATXN2-luciferase reporter) viability, CellTiter-Fluor protease fluorescence, 24 h | Potency, µM (titrated, usually from 56.7 µM), usual class: cytotoxic | 400,000 compounds, 0.49% hits; further: potency means the concentration at half of the fitted maximal effect; nearly all actives have a fitted effect of over 40% in size
MCF10A rerep: A quantitative high throughput screen for small molecules that induce DNA re-replication in MCF 10a normal breast cells; MCF 10A DNA re-replication, Hoechst nuclear intensity, 48 h; AID 624296, 2012; 350,000 compounds, 2.9% hits; Potency, µM (top dose mostly 46.1 µM), inactives show at the highest dose activity, positive = re-replication, actives largely listed as activators; further: potency means the concentration at half of the fitted maximal effect; % of control where 0% means no effect; nearly all actives have a fitted effect of over 50% in size
Nrf2 block: Nrf2 qHTS screen for inhibitors | A549 ARE-Fluc reporter, luciferase luminescence, 18-24 h | Potency, µM (top dose mostly 46 µM), for inactives: at the top dose activity change, negative = inhibition, hits mostly inhibitors | 360,000 compounds, 2.1% hits; further: potency means the concentration at half of the fitted maximal effect; on the % scale 0 is the no-effect control and ±100 the full control effect; nearly all actives have a fitted effect of over 60% in size
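Cells were seeded and rested 2 h, then exposed to compounds for 18-24 h. CellTiter-Fluor was read first as a viability measure. BugLite was added 15 min before the final luminescent read of ARE-luciferase activity in A549 cells.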
A549 viability: Nrf2 qHTS screen for inhibitors: counterscreen for cytotoxicity | A549 ARE-Fluc cells, CellTiter-Fluor viability, 18-24 h | Potency, µM (highest dose often 46 µM), inactives show at the top dose activity change, negative = cytotoxicity, hits mostly inhibitors | 390,000 compounds, 0.16% hits; further: potency means the concentration at half of the fitted maximal effect; on the % scale 0 is the no-effect control and ±100 the full control effect
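A549 ARE_Fluc cells in 5% FBS OPTI-MEM were exposed to compounds in concentration-response for 18-24 h at 37 deg C. Viability was read by CellTiter-Fluor fluorescence (Ex 405/Em 525) after 30 min, before the luciferase read.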
TGFb inhibitor: qHTS for Inhibitors of TGF-b; HepG2 CAGA-GFP TGF-b/SMAD3 reporter, GFP fluorescence, 18 h; TGF-beta stimulated, 500 pg/mL final; Potency, µM (titrated, usually from 46.1 µM), for inactives: top-dose activity, negative = inhibition, most hits filed as inhibitors; 410,000 compounds, 1.2% hits; further: potency means the concentration at half of the fitted maximal effect; on the % scale 0 is the no-effect control and ±100 the full control effect; nearly all actives have a fitted effect of over 65% in size
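HEPG2 CAGA-GFP, 1000 cells/well; 2 h settle, 37 C; cpd via pin tool; TGF-b 500 pg/mL final; 18 h, 37 C; GFP imaging ex488/em500-530; %Activity normalised to -TGF-b and +DMSO controls; CRC fit, curve class.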
Nrf2 activator: qHTS of Nrf2 Activators; AREc32 ARE-luciferase reporter (MCF7-derived line), luminescence, 24 h; Potency, µM (titrated, usually from 46.1 µM), for inactives: at the top dose activation, actives largely listed as activators; 410,000 compounds, 0.31% hits; AID 624171, 2012; further: potency means the concentration at half of the fitted maximal effect; % of control where 0% means no effect; nearly all actives have a fitted effect of over 65% in size
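Nrf2 activation is followed as ARE-luciferase induction in the AREc32 line after one day of compound treatment; luminescence is read with Steady-Glo.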
Starred values were filed as active, the others as inactive; i = inactive; ? = inconclusive; / = not tested or not shown; & = joins results of further samples; [ ] = another dose, or the depositor's remark. Unless noted, the call rests on the fitted dose curve; in most records, active means well fitted curve in the direction sought with a large enough effect; inconclusive means small, poorly fitted or top-dose-only effect, or another doubt; inactive means no such curve, though single readings can be large; an effect the other way counts as inactive or inconclusive.

Order of values – IL-1B inflam inh | ATXN2 expr inh | HepG2 tox | ATXN viability | MCF10A rerep | Nrf2 block | A549 viability | TGFb inhibitor | Nrf2 activator
1) CCCN(C(=O)CSc1cc(-c2ccccc2)c2ccc(OC)cc2n1)C1CCS(=O)(=O)C1 (stereo not given)
→ 0 | -1% | -28% | i | 21% | -17% | -4% | 3% | -0.5%[9.22 µM]
2) CC(C)C(=O)N1CCc2cc(-c3csc(N)n3)ccc21
→ 4 | 35%[activator] | -10% | i | ? | ? | -8% | 0% | 0.3%
3) C/C(=N\NC(=S)NCc1ccccc1)c1cccs1
→ 19 | 42%[activator] | 0% | i | ? | 4% | -1% | -6% | 15%
4) CCOc1ccc(NC(=O)CSc2oc(-c3cccs3)nc2S(=O)(=O)c2ccc(C)cc2)cc1
→ / | -1% | 8% | i | / | 2%[9.27 µM] | 2% | -20% | 2.1%
5) COc1ccccc1CCc1nnc(CCC(=O)N(C)Cc2cccc3cnccc23)o1
→ -8 | 0% | -17% | i | 4% | ? | 1% | -20% | 4.5%
6) Cc1nc2scc(C)n2c(=O)c1S(=O)(=O)N1CCN(c2ccccc2)CC1
→ 33 | -6% | -5% | i | -19% | -22% | -5% | 18% | -1.0%
7) COc1ccc(CNC(=O)CN(C)S(=O)(=O)c2ccc3c(c2)c(=O)n(C)c(=O)n3C)cc1
→ 28 | 6%&13% | 0%&-1% | i | 1% | -9%&10% | 2%&-6% | ? | 0.1%&-1.2%
8) Cc1ccc2cc(CCNC(=O)c3ccc(S(=O)(=O)N4CCCCC4)cc3)c(=O)[nH]c2c1
→ -10 | -20% | -6% | ? | 2% | 22% | 1% | 2% | -0.2%
9) COC(=O)C1=C(C)NC(=O)/C1=C\c1ccco1
→ -8 | 7% | -24% | i | 29% | -14% | ? | -4% | ?
10) O=C(NC(=S)N1CCCC1)c1ccc(Cl)cc1Cl
→ 26 | -4% | 1% | i | 13% | 2% | 7% | -16% | 0.7%
11) CCN(CC)S(=O)(=O)c1cccc(NC(=O)C2CC(=O)N(c3ccc4c(c3)OCCO4)C2)c1 (stereo not given)
→ 42 | -1% | 1% | i | 6% | 23µM* | -14% | -14% | 0.1%
12) COc1ccc(C(CNC(=O)c2oc3ccc(Cl)cc3c2C)N2CCCCC2)cc1 (stereo not given)
→ 0 | 4% | 3%&-23% | i | ? | 10%&5% | -10%&-25% | 13%&11% | -0.5%&-0.2%
13) COc1nc(-c2ccccc2)ccc1-c1noc(C)n1
→ 6 | 50%[activator] | -11% | i | 13µM* | ? | 4% | 13% | 7.0%
14) Cc1ccc2oc(=O)c3cc(C(=O)NCCc4ccc(Cl)cc4)sc3c2c1
→ / | 8% | -1% | ? | / | 18% | 4% | -18% | 0.4%
15) COc1ccccc1NC(=O)CSc1nncn1-c1cccnc1
→ -5 | -2% | -2% | i | 10% | 11% | 5% | 2% | 0.4%
16) CC(C)COC(=O)CCNc1n[nH]c(=O)[nH]c1=O
→ 25 | 0% | 9% | i | -1% | 7% | -6% | 4% | 0.4%
17) COc1ccc(S(=O)(=O)NCc2ccncc2)cc1NC(=O)c1ccccc1C
→ -16 | -4% | -17% | i | -3% | -26% | 6% | -3% | 0.2%
18) Cc1cc(S(=O)(=O)Nc2ccc(F)cc2)c(C)s1
→ 2 | -3% | -8% | i | ? | ? | ? | 6% | 0.3%
19) CC(C)(C)c1nnc(NC(=O)CCS(=O)(=O)Cc2ccccc2)s1
→ -2 | 19% | 5% | i | ? | -1% | -1% | ? | ?
20) O=C(NCCCN1CCOCC1)NC1CCCCC1
→ 21 | 4% | 3% | i | -6% | / | -1% | 10% | -0.2%
21) O=C1C(=O)N(Cc2ccco2)C(c2cccc(Cl)c2)/C1=C(\O)c1ccc2c(c1)OCCO2 (stereo not given)
→ 34 | 2% | -1% | ? | 17% | -22% | -3% | 0% | 0.3%
22) CCCCC(=O)Nc1cc2nn(-c3ccc(OC)cc3)nc2cc1C
→ 3 | 14% | -38% | i | -7% | ? | 4% | 5% | 0.1%
23) O=C(NC(Cc1c[nH]c2ccccc12)C(=O)O)c1ccc(Br)cc1 (stereo not given)
→ 0 | -17% | -2% | i | -6% | -2% | 5% | -2% | -0.1%
24) Cc1ccc(-c2noc(-c3ccccc3NC(=O)C3CC(=O)N(c4cccc(C)c4)C3)n2)cc1 (stereo not given)
→ / | 15% | 3% | i | / | 31% | 16% | -10% | 0.9%
25) CC1(C)NC(=O)C(CCc2ccccc2)NC1=O (stereo not given)
→ 14 | 5% | -16% | i | / | / | / | 0% | -0.8%
26) Cc1csc(NC(=O)CCCc2cccs2)n1
→ -4 | 4% | -28% | i | -3% | ? | 0% | -29% | 2.1%
27) CC(C)c1nc(SCC(=O)N2CCCc3ccccc32)c2c(=O)n(C)c(=O)n(C)c2n1
→ 31 | -19% | 0% | ? | 1% | 7% | 3% | 1% | -0.2%
28) CCc1ccccc1N(C)S(=O)(=O)c1ccc2[nH]cc(C(=O)O)c(=O)c2c1
→ 12 | 0% | -23% | i | 1% | -3% | -6% | ? | 0.5%
29) COc1ccc(CN2CCN(CCC(C)C)C(CCO)C2)cc1Cn1cncn1 (stereo not given)
→ 5 | / | -22% | i | 14% | -9% | 2% | -7% | -0.6%
30) COc1ccc(CCn2c(SCC(=O)Nc3cc(C)on3)nc3ccccc3c2=O)cc1OC
→ 1 | 3% | 11% | i | -6% | 4% | 10% | 1% | 1.7%
31) N#Cc1c(NC(=O)C2C3C=CC(C3)C2C(=O)O)sc2c1CCCCC2 (stereo not given)
→ 24 | 2% | -14% | i | 14% | ? | 2% | 15% | 2.6%
32) Cc1ccccc1NC(=O)CN1C(=O)S/C(=C\c2cccn2-c2cccc(C(=O)O)c2)C1=O
→ 6 | -16% | 13% | i | 6% | / | -12% | 14% | 0.2%
33) COc1cccc(-n2c(SCc3ccccn3)nc3c(c2=O)SCC3)c1
→ 5 | -14% | -1% | i | -2% | 1.8µM* | -12% | -6% | -0.4%
34) Cc1cccc(NC(=O)/C(C#N)=C/c2ccc(Sc3ccccc3)o2)c1C
→ -18 | / | -19% | i | 18µM* | -7% | 17% | -14% | 0.3%
35) COc1ccc(N2C(=O)C(Cl)=C(Oc3cccc(OC)c3)C2=O)cc1
→ -102* | -15%[11.3 µM] | -33% | i | 3% | -2% | -5% | -4% | ?
36) CN(C)C(/C=C/Nc1ccccc1F)=C(C#N)C#N
→ 34 | 3% | -1% | i | -5% | 1% | 0% | 4% | -0.1%
37) O=C(CCC1(C(=O)O)CCC(=O)NC1)NCc1ccccc1 (stereo not given)
→ 18 | 2% | 3% | i | ? | ? | 2% | -1% | 0.2%
38) Cc1ccnc(NC(=O)c2cccc(NC(=O)c3ccc(Cl)cc3)c2)c1
→ -8 | -33% | -18% | ? | ? | ? | -8% | -26% | -0.8%
39) O=C(Nc1cccc(-c2cn3c(n2)SCC3)c1)c1ccc2ccccc2n1
→ -23 | 30% | 0% | i | -3% | ? | 4% | 7% | 0.5%
40) CC(=O)c1ccccc1NS(=O)(=O)c1ccc2c(c1)CC(=O)N2
→ -12 | 2% | 0% | i | 7% | -2% | 0% | -10% | -0.1%
41) COc1ccc(/C=N/NC(=O)c2cc(-c3ccccc3OC)nc3ccccc23)cc1COC(C)=O
→ -28 | -10% | -14% | i | -4% | 10% | -1% | -2% | -0.3%
42) O=c1[nH]c(CN2CCN(c3ccccc3Cl)CC2)nc2ccsc12
→ 9 | 6% | -31% | i | 4% | -9% | -4% | -15% | 0.2%
43) COc1ccc(CCNC(=O)CN(c2cccc([N+](=O)[O-])c2)S(C)(=O)=O)cc1
→ 13 | 2% | -2% | i | 2% | -6% | -2% | 2% | -0.1%
44) CC(C)Oc1ccc(CSc2ncn[nH]2)cc1
→ 0 | 28% | -5% | i | 8% | ? | -5% | -1% | 0.2%
45) Cc1ccc(N2CC(C(=O)Nc3cc(C)on3)CC2=O)c(C)c1 (stereo not given)
→ -5 | 3% | 0% | i | 0% | 11% | -7% | -2% | 3.1%
46) COC(=O)[C@H](Cc1ccccc1)NC(=O)c1ccc2ccccc2n1
→ -5 | 5% | 2% | i | 1% | 1% | 4% | -1% | 0.9%
47) COc1ccc(-n2c(C)cc3cc(OC(C)=O)ccc32)cc1
→ -16 | 37% | -12% | i | ? | -9% | 2% | 27% | 3.7%
48) Cc1cc(CN(C)C(=O)CC2C(=O)NCCN2Cc2ccc(-c3ccccc3)cc2)on1 (stereo not given)
→ -16 | -19% | -9% | i | 3% | -14% | 6% | 8% | 3.2%
49) COC(=O)c1cc2ccsc2n1CC(=O)Nc1cc(C)cc(C)c1
→ 6 | -5% | -11% | i | -6% | -20% | -12% | 0% | 3.0%
50) Cc1ccc(NC(=O)c2cc(-c3ccco3)on2)cc1
→ -27 | 13% | 2% | i | 15% | 18% | -2% | 6% | 4.0%
51) Cc1ccc(S(=O)(=O)N2C[C@H]3C(=O)C[C@@H](c4ccc(Cl)cc4)N(S(=O)(=O)c4ccccc4C)[C@H]3C[C@H]2c2ccccc2)cc1
→ 16 | -5% | -3% | i | / | / | / | 3% | 3.9%
52) Cc1ccc2nc(SCC(=O)Nc3ccc(F)cc3)nc(=O)n2c1
→ -2 | 1% | -1% | i | -1% | -22% | 0% | 0% | 2.7%
53) O=C(Nc1ccc(-c2nc3c(ccc4ccccc43)o2)cc1)c1ccco1
→ 13 | 4% | -33% | i | 4.6µM* | -15% | 3%[1.84 µM] | -1% | 12%
54) CCn1c2ccccc2c2cc(Nc3cc(C)nc4ncnn34)ccc21
→ 115 | ? | -31% | ? | ? | ? | -21% | ? | -0.3%

Assay outcomes (PubChem BioAssay)
